Assay outcomes (PubChem BioAssay)
D2 ag – activates the human D2 dopamine receptor; P14416; HEK293 T-REx D2 cells, calcium flux agonist mode; activation, % at 2 µM; 340,000 tested, 0.53% active; AID 485358;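 active = activation over 3 SD above normal in the single-dose calcium agonist read, cut at about 30% in these data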; note: 0% is about no effect
Target sequence (P14416 whole entry, looked up): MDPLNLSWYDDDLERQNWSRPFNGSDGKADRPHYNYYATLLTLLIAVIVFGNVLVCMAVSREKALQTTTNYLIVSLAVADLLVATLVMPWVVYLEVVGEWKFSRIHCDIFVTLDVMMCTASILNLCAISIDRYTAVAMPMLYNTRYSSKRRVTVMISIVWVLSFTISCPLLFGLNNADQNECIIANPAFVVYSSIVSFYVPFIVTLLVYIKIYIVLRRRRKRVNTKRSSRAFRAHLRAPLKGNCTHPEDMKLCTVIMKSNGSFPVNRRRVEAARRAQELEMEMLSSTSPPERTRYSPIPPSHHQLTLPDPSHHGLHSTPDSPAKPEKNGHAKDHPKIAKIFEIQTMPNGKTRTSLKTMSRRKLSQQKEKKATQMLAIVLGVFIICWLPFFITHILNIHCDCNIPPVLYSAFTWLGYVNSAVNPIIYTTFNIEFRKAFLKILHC
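Calcium-flux readout, 1 cycle/sec over 180 s following compound pin transfer, in inducible HEK293 Trex D2 cells (force-coupled); dopamine controls included. Positive calcium responses during this window marked compounds as potential agonists.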
TRHR enhancer – TRH receptor (human) allosteric enhancement; TRHR cells, fluo-8 calcium fluorescence, EC20 TRH enhancement; enhancement, % at 2 µM; AID 493056; 360,000 tested, 0.66% active; P34981; in the data active = enhancement above about 30%; note: 0% is about no effect
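Enhancer read-out: after compound pinning and an initial kinetic agonist-mode read, an EC20 of TRH (10 nM final) was injected and fluo-8 calcium signal (Ex 480/Em 530) followed at 1 s/cycle for 100 cycles in TRHR-expressing cells.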
PI4K2A block – inhibitors of human PI4K2A | Q9BTU6 | purified PI4K2A, ADP-Glo luminescence, 1 h; hits give low values | activity change, negative = inhibition, % at 76.9 µM | 420,000 tested, 0.13% active; in the data active = activity change below about -50%; inconclusive = mostly about -30% to -49%;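 note: -100% = wells without enzyme as full effect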
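Compounds are screened against recombinant PI4K2A using PI as substrate and ATP, the latter dispensed at 300 microM. Reactions run one hour at ambient temperature before ADP-Glo detection; full inhibition defined by wells lacking enzyme.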
TrxR1 inh – inhibitors of rat thioredoxin reductase 1; O89049; recombinant rTrxR1, NADPH fluorescence consumption, selenite substrate; Potency, µM (titrated, usually from 114 µM), for inactives: at the top dose activity change, negative = inhibition, usual class: inhibitors; 390,000 tested, 1% active; AID 588453; note: potency is the fitted concentration of half-maximal effect; % is set by controls: 0 for no effect and ±100 for the full control effect; nearly all actives have a fitted effect of over 65% in size
Target sequence (O89049 whole entry, looked up): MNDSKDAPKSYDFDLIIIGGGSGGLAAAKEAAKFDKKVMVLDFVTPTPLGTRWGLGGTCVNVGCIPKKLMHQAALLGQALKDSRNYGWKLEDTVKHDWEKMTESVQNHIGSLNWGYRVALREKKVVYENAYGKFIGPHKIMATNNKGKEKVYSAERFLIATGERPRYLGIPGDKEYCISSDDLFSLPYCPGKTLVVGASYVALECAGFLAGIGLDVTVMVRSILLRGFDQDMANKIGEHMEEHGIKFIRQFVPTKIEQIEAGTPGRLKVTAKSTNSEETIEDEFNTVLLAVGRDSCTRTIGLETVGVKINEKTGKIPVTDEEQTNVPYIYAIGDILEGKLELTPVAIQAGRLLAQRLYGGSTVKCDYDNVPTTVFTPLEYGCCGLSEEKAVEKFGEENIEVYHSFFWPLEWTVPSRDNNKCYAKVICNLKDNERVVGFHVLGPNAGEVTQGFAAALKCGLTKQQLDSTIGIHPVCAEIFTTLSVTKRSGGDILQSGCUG
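Rat TrxR1 (90 nM in the dispensed reagent) was pre-reduced with 400 uM NADPH for 5 min at room temperature, then incubated with compound for 15 min. After 400 uM selenite was added, NADPH fluorescence (Ex 340/Em 450 nm) was followed for 8 min.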
D2 antagonist – antagonists of human D2 dopamine receptor. P14416. HEK293 TREx D2 cells, calcium flux, dopamine EC80. inhibition, % at 10 µM. 340,000 tested, 2% active. AID 485344; in the data active = inhibition above about 30%; note: 0% is about no effect
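Cells plated overnight at 30 C with tetracycline; no-wash calcium dye, 30–90 min RT; 10 s baseline; compound pinned; 180 s read; EC80 dopamine added; another 180 s read.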
TrxR1 substrate – is turned over as a substrate by rat TrxR1 | purified TrxR1 substrate turnover, NADPH consumption readout | Potency, µM (series often up to 114 µM), for the others: at the highest dose activity change, negative = substrate turnover | 390,000 tested, 0.01% active | AID 588456; note: potency is the fitted concentration of half-maximal effect; % is set by controls: 0 for no effect and ±100 for the full control effect; nearly all actives have a fitted effect of over 50% in size
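Rat TrxR1, dispensed at 90 nM, was prereduced with 400 uM NADPH (final) for 5 min at ~22 deg C, then incubated with compound 15 min before 400 uM selenite. A first-read NADPH fluorescence drop versus no-compound background flagged substrates.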
IDH1 R132H inh – human IDH1 R132H inhibition; O75874; IDH1-R132H enzyme, NADPH consumption, diaphorase/resazurin fluorescence; Potency, µM (doses to about 76.6 µM), for the others: top-dose activity change, negative = inhibition, hits mostly inhibitors; 390,000 tested, 0.093% active; AID 602179; note: potency is the fitted concentration of half-maximal effect; % is set by controls: 0 for no effect and ±100 for the full control effect; nearly all actives have a fitted effect of over 65% in size
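IDH1-R132H (0.5 ug/mL) preincubated 30 min with compound, then NADPH (0.016 mM) and alpha-KG (2 mM) added; 80 min at RT, pH 7.5. Remaining NADPH coupled via diaphorase/resazurin to fluorescence (540/590 nm); concentration-response curves normalized to no-enzyme control.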
TRHR agonist – agonists of human TRH receptor. TRHR cells, calcium flux fluo-8, FDSS agonist mode. activation, % at 2 µM. 360,000 tested, 0.18% active. AID 493084; in the data active = activation above about 30%; note: 0% is about no effect
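Steps: seed TRHR cells overnight; add fluo-8 no-wash Ca dye, RT 30 min–1.5 h; record 10 s baseline; pin-transfer compounds; monitor fluorescence 1 cycle/s for the agonist window. Calcium increases flag candidate agonists.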
USP1-UAF1 inh – inhibitors of human USP1/UAF1 deubiquitinase | 390,000 tested, 0.23% active | AID 743255 | recombinant USP1/UAF1, Ub-Rhodamine cleavage fluorescence | Potency, µM (highest dose often 57.1 µM), for inactives: top-dose activity change, negative = inhibition, most hits filed as inhibitors | O94782; note: potency is the fitted concentration of half-maximal effect; % is set by controls: 0 for no effect and ±100 for the full control effect; nearly all actives have a fitted effect of over 60% in size; inactives centre near -12
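High-throughput fluorogenic screen: 1nM USP1/UAF1 complex, Ub-Rho substrate 150nM final, 50mM HEPES pH 7.8 with 0.5mM EDTA, 0.1 mg/ml BSA, 1mM TCEP and 0.01% Tween-20.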
* = called active by the depositor; ? = inconclusive; . = not tested or not shown; & = joins results of further samples; [ ] = remark or other dose. Unless noted, calls come from the whole dose curve; as a rule, active = well fitted inhibition curve with a large enough effect; inconclusive = small, poorly fitted or top-dose-only effect; inactive = no such curve, though single readings can be large or run the other way.

SMILES	D2 ag	TRHR enhancer	PI4K2A block	TrxR1 inh	D2 antagonist	TrxR1 substrate	IDH1 R132H inh	TRHR agonist	USP1-UAF1 inh
NCC(O)(c1ccc(Cl)cc1)c1ccc(Cl)cc1	25.9	23.5	1.0	13.5%	20.1	2.2%	-4.0%	18.1	-18.1%
Cc1cccc(-n2c(C)nc3ccsc3c2=O)c1	.	.	1.7	13.8%[11.4 µM]	.	13.3%[57.1 µM]	8.4%	.	3.7%
O=C(Cn1nnc(-c2ccc(C(F)(F)F)cc2)n1)NCCc1ccccc1	-0.3	-0.6	-6.7	11.2%	.	8.5%[11.4 µM]	-4.4%	1.0	-18.0%
COc1ccc(Cn2cccc(NC(=O)Nc3cccc(OC)c3)c2=O)cc1	0.4	-0.7	-10.5	44.8%	-2.8	24.0%	8.7%	0.7	-26.1%
COc1ccc(NC(=O)c2nc(C)c(C3(C)CC(c4cccnc4)=NO3)s2)cc1 (stereo not given)	0.3	3.8	1.0	11.8%[57.1 µM]	3.2	0.9%[57.1 µM]	0.0%	-0.1	-23.9%
Oc1c(C(c2cccc(Br)c2)N2CCCC2)sc2nc(-c3ccco3)nn12 (stereo not given)	0.4	-7.4	22.5	3.2%[57.1 µM]	.	-4.3%[57.1 µM]	-11.5%	-0.3	-26.8%
COc1ccc(CCNC(=O)c2cc3sc(Cl)cc3n2C)cc1OC	-1.4	-4.0	-1.3	26.2%	63.0*	0.3%	9.9%	-0.3	-5.1%
Cc1cc(SCC(=O)Nc2nsc(-c3ccc(C(C)(C)C)cc3)n2)nc2ccccc12	.	20.0	1.0	28.8%	.	16.3%	-11.0%	0.4	-23.0%
CCC(C)NC(=O)Cn1c(=O)n(CCCCC(=O)NCc2ccco2)c(=O)c2ccccc21 (stereo not given)	-1.0	5.5	-7.8	18.1%	-3.4	15.1%	4.3%	-0.5	-3.9%
CC(=O)c1ccc(NC(=O)C2CCCNC2=O)cc1 (stereo not given)	0.0	-4.8	3.0	5.5%	-13.0	1.7%	4.4%	0.6	-15.9%
CC(=O)Nc1ccc(-n2c(C)c(C(C)=O)c(C(C)=O)c2C)cc1	-1.1	-7.5	8.8	9.5%[57.1 µM]	11.7	-1.7%	13.2%	0.8	-8.0%
CCOC(=O)c1[nH]c(C)c(C(=O)Nc2ccc3c(c2)OCCO3)c1C	0.2	8.4	11.7	?	8.2	-8.0%[57.1 µM]	-4.0%	-0.4	-12.3%
COc1ccc(N2C(=O)c3ccccc3NC2c2ccc(OC)c(COc3ccccn3)c2)cc1 (stereo not given)	-0.1	8.7	2.9	2.8%&10.9%	1.1	7.5%&25.9%	-5.2%	0.0	-3.6%
COc1ccc(C(=O)OCCN=C2NS(=O)(=O)c3ccccc32)cc1OC	-0.2	-10.1	-16.3	11.1%	2.6	-7.9%	7.3%	-0.3	-17.1%
Cc1ccc(S(=O)(=O)NC(=O)c2ccc(-c3ccc(C)c4ccccc34)o2)cc1	0.9	5.3	-8.1	162.3%[activator]	11.0	334.7%[activator][57.1 µM]	7.7%	-0.1	-18.4%
COc1ccc(/C(C)=N/NC(=S)NCCc2ccccc2)cc1	-1.0	7.2	4.8	6.4%	-16.0	-2.3%	3.1%	-0.3	?
Cc1ccc(-c2csc3nc(SCC(=O)N(C)C)n(Cc4ccccc4)c(=O)c23)cc1	-1.3	-5.7	-4.1	3.0%	2.5	-4.5%	8.6%	-0.4	-4.1%
Cc1ccc2nsnc2c1S(=O)(=O)N1CCOCC1	0.2	8.5	-4.3	-13.2%	-6.9	-8.7%	4.1%	-0.4	-4.4%
COc1cc(OC)cc(-c2c(-c3cccs3)c3cc(-c4ccc(OC)c(OC)c4)ccc3n2C)c1	1.7	0.7	-2.7	40.1%[activator][57.1 µM]	0.7	32.5%[57.1 µM]	-8.3%	0.8	-24.9%
Cc1c(-c2ccc(Br)cc2)[n+](=O)c2c(n1[O-])CCCCC2	.	1.1	2.9	16.4%[57.1 µM]	.	6.3%[57.1 µM]	-1.5%	-1.4	-6.9%

Some of these compounds in order of length of the SMILES, low to high:
SMILES	D2 ag	TRHR enhancer	PI4K2A block	TrxR1 inh	D2 antagonist	TrxR1 substrate	IDH1 R132H inh	TRHR agonist	USP1-UAF1 inh
COc1ccc(Cn2cccc(NC(=O)Nc3cccc(OC)c3)c2=O)cc1	0.4	-0.7	-10.5	44.8%	-2.8	24.0%	8.7%	0.7	-26.1%
Oc1c(C(c2cccc(Br)c2)N2CCCC2)sc2nc(-c3ccco3)nn12 (stereo not given)	0.4	-7.4	22.5	3.2%[57.1 µM]	.	-4.3%[57.1 µM]	-11.5%	-0.3	-26.8%
Cc1cc(SCC(=O)Nc2nsc(-c3ccc(C(C)(C)C)cc3)n2)nc2ccccc12	.	20.0	1.0	28.8%	.	16.3%	-11.0%	0.4	-23.0%

Continued:
SMILES	D2 ag	TRHR enhancer	PI4K2A block	TrxR1 inh	D2 antagonist	TrxR1 substrate	IDH1 R132H inh	TRHR agonist	USP1-UAF1 inh
COCCCNC(=S)N1CCCN(c2nc3c(C)c(C)ccc3cc2C#N)CC1	0.8	0.6	3.0	-11.2%	3.2	-10.7%	-8.9%	-0.4	-16.9%
O=C(Nc1ccccc1Cl)NC1(C(=O)NCc2cccnc2)CCCCC1	-0.9	3.9	-4.0	-5.6%	6.8	-13.0%	3.9%	-2.0	-5.4%
N/C(=N\OC(=O)COc1ccc2ccccc2c1)c1cccnc1	-0.9	-3.3	4.8	-2.4%	-3.3	-0.9%	6.4%	1.8	-19.3%
Cc1cccc(NC(=O)CSc2nnc(-c3ccco3)c(-c3ccco3)n2)c1C	0.0	-0.7	-28.5	2.82µM*	5.5	-6.3%	1.7%	0.1	-8.0%
O=C(CCSc1nnc(-c2ccncc2)o1)Nc1cccc2ccccc12	.	-2.4	9.5	16.6%[11.4 µM]	.	-9.9%[11.4 µM]	3.9%	-0.1	-21.8%
O=C(CCCc1ccccc1)Nc1ccnn1C1CCN(Cc2ccccc2F)CC1	0.7	0.9	4.5	-10.6%	4.8	-10.5%	7.1%	0.0	-19.2%
O=CN1CCN(C(=O)c2ccccc2F)CC1	0.7	5.1	2.4	12.3%	-4.5	1.1%	0.0%	0.8	-25.9%
CSc1ccc(/C=N/NC(=O)CN2CCN(Cc3ccc(Cl)cc3)CC2)cc1	-1.4	5.1	4.4	-13.1%	8.0	-0.8%	2.1%	-1.5	-0.1%
Cc1ccc(-n2c(SCC(=O)N3CCc4ccccc43)nc3c([nH]c4ccccc43)c2=O)cc1	1.2	4.2	-0.8	5.8%[57.1 µM]	.	-3.3%[57.1 µM]	4.2%	0.1	-18.2%
CCOC(=O)Nc1ccc(S(=O)(=O)N2CCC(C)CC2)cc1	.	7.8	-0.3	14.6%[57.1 µM]	.	5.1%[57.1 µM]	2.5%	0.1	-0.7%
CC1CCN(C(=O)c2ccccc2NS(=O)(=O)c2ccccc2)CC1	0.1	-1.7	-2.7	13.0%	12.2	1.3%	3.8%	1.4	-6.1%
CN(c1ccccc1)S(=O)(=O)c1cccc(C(=O)NCC(=O)Nc2ccc(F)c(F)c2F)c1	.	.	-2.4	23.3%	.	-3.8%	14.5%	.	-22.8%
CSCC(=O)N1CCC(n2nccc2NC(=O)c2ccc3c(c2)OCO3)CC1	1.6	1.1	3.2	17.2%	-8.0	1.3%	-12.7%	0.4	-17.6%
Cc1ccc(CC(=O)Nc2nnc(-c3ccc(F)cc3)o2)c(C)c1	-0.1	0.0	5.1	3.8%	-4.6	-9.7%	0.9%	-0.6	-4.8%
Cn1c(NC(=O)CCC2CCCCC2)cc(=O)n(C)c1=O	-1.2	1.1	-4.1	21.6%	-47.2	3.5%	4.7%	-0.5	-19.6%
CCN(CC(=O)Nc1c(F)cccc1F)C(=O)Cc1cccs1	.	.	4.7	8.2%[57.1 µM]	.	4.2%[57.1 µM]	0.0%	.	-13.2%
Cc1[nH]nc(N=CC2=C(O)CC(C)(C)CC2=O)c1-c1ccc(Cl)cc1	0.3	-4.1	-19.8&-2.7	?	0.7	-4.7%&0.4%	0.7%&5.6%	0.7	-5.9%&-7.5%
Cc1cc(C=O)c(C)n1-c1ccc(Cl)c(C(=O)O)c1	-1.3	-2.9	-4.6	-0.2%[57.1 µM]	37.0*	-1.3%[57.1 µM]	-6.5%	0.2	-21.4%
Cc1nn(-c2ccccc2)c2[nH]c(=O)c(CNc3ccc4c(c3)OCCO4)cc12	.	7.4	-10.5	-5.0%[11.4 µM]	.	-26.5%[11.4 µM]	7.4%	0.0	?
COc1ccc(-n2nc3c(=O)[nH][nH]c3cc2=O)cc1	-0.4	-3.1	-16.6	1.6%	-8.4	-5.3%	-14.2%	-1.0	-6.3%
COCCCNc1oc(-c2ccccc2F)nc1C#N	1.0	0.8	-4.3	46.9%	5.8	208.5%[activator][57.1 µM]	-8.2%	1.0	?
CSc1nsc(/C=C/Nc2ccc(C(=O)O)cc2)c1C#N	-1.0	0.2	-7.8	-10.9%	0.3	-0.6%	21.6%	1.8	?
CCOc1ccc(NC(=S)N(CCOC)C2CCN(C(C)C)CC2)cc1	1.1	4.4	4.5	7.7%	-24.6	-2.2%	-3.6%	-0.4	-11.0%
CC1(C)CC2CC(C)(CN2C(=O)COC(=O)c2ccc(Cl)c(N)c2)C1 (stereo not given)	-0.5	-1.9	-1.4	-2.3%[57.1 µM]	15.1	13.5%[57.1 µM]	4.1%	0.2	-9.8%
Cc1ccccc1C(=O)c1c[nH]c(C(=O)N2CCN(c3ccccc3F)CC2)c1	3.9	-3.3	-10.9	20.4%[57.1 µM]	-0.7	4.6%[57.1 µM]	0.3%	-0.3	-19.6%
Cc1cc(N2CCN(c3ccccc3)CC2)nc(-c2ccccc2O)n1	.	0.9	3.3	104.1%[activator]	.	106.6%[activator]	4.4%	0.2	?
Cc1csc(=O)n1CC(=O)OC(C)C(=O)Nc1ccc(N(C)C)cc1 (stereo not given)	.	.	-0.5	-2.1%[57.1 µM]	.	-1.4%[57.1 µM]	3.6%	.	-19.9%
COc1cccc(NC(=O)c2cnc[nH]2)c1	0.9	-1.5	-2.4	-6.5%	5.5	-9.7%	-6.2%	0.4	-18.9%
